# Assay outcomes (PubChem)
# V1R ag counter = activates human V1a receptor in oxytocin agonist counter-screen | activation, % at 3 µM | CHO-V1R cells, Fluo-8 calcium fluorescence, agonist mode; 0% DMSO, 100% 3 nM vasopressin | hit rate 0.25% among 320,000;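 active = activation above the mean activation of all tested compounds plus 3 SD, per screening run, cut at about 20% in these data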;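 also: signal is peak over basal fluorescence ratio across a 100 second FLIPR read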
# Target sequence (P37288 whole entry, looked up): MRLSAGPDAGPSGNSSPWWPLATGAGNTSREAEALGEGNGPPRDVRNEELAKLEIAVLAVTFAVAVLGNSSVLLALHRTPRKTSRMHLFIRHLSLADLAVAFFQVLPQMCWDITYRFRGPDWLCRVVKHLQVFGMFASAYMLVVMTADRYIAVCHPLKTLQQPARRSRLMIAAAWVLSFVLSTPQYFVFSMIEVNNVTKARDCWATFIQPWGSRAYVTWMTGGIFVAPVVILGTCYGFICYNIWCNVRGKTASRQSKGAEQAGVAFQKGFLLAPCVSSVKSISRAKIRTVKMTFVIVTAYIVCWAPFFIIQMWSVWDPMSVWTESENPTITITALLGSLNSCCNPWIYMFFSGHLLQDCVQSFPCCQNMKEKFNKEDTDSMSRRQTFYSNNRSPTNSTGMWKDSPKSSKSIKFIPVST
# OXTR ag = human OXTR agonism. CHO-OTR cells, Fluo-8 calcium fluorescence; normalized: DMSO 0%, oxytocin 100%. activation, % at 3 µM. hit rate 0.32% among 320,000;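 active = activation above the mean of all tested compounds plus 3 SD, cutoff set per screening run, cut at about 20% in these data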;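 also: peak over basal fluorescence ratio from a 100 s FLIPR kinetic read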
# OXTR potentiate = potentiates the human oxytocin receptor response; P30559; hit rate 0.061% among 320,000; activation, % at 3 µM; CHO-OTR cells, Fluo-8 calcium fluorescence, potentiator mode; 0% = oxytocin EC15, 100% = EC100; AID 2445;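 active = activation above that plate's cutoff, the mean activation of tested compounds plus 3 SD, cut at about 6.6% in these data, passing the limit was not always enough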;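 also: 100% uses oxytocin at 75 nM as the full agonist control; some results filed as inactive read as strong as hits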
#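 Replication – single well per compound, singlicate · Assay system – CHO cell line stably expressing human OTR · Timing – 6 min pre-incubation, 100 s read · Measure – normalized max/min fluorescence ratio, % activation · Doses – 3.0 µM, one dose · Detection – Fluo-8 calcium dye fluorescence · Probe or stimulus – oxytocin near EC15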
# M18AAP inhibitor = PfM18AAP enzyme inhibition. recombinant PfM18AAP, H-Glu-NHMec fluorogenic cleavage. inhibition, % at 7.35 µM. hit rate 1.2% among 290,000. AID 1822;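 active = inhibition above the campaign mean inhibition over all tested compounds plus 3 SD, cut at about 28% in these data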;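 also: 0% = plate median of test compound wells and 100% = 2 mM ZnCl2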
# GalR3 antagonist = antagonists of human GalR3 | inhibition, % at 3 µM | hit rate 0.44% among 360,000 | AID 651719 | O60755 | HEK293 GalR3-CNG cAMP membrane potential fluorescence; galR3 body fused to GalR1 C-terminus;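 active = inhibition above the screen-wide average plus 3 SD, cut at about 13% in these data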;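 also: forskolin and galanin both at EC90 stimulate the cells; cAMP rise reported by CNG channel membrane potential dye signal; 0% = forskolin plus galanin with DMSO and 100% = forskolin alone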
# Target sequence (O60755 1-299 limits assumed): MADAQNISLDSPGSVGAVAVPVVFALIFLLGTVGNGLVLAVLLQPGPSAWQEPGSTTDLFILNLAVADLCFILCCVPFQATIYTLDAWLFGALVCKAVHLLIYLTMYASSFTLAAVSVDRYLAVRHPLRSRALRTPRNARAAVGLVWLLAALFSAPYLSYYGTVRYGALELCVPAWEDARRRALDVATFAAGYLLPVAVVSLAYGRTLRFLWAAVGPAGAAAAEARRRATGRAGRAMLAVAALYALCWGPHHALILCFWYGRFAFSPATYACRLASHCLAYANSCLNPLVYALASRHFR
# MEKK2 mut-MEK5 = signal of MEK5 binding to mutant human MEKK2 PB1 domain. bead flow cytometry, Alexa488-MEK5 binding to MEKK2 mutant. percent response, % at 10 µM. hit rate 0.35% among 290,000; in the data active = percent response above about 24%, passing the limit was not always enough; also: inactives centre near 1; some results filed as inactive read as strong as hits
# MEKK2 WT-MEK5 = raises or lowers MEK5 binding to wildtype human MEKK2 PB1 domain; hit rate 1.1% among 290,000; bead flow cytometry, Alexa488-MEK5 binding to MEKK2 WT; actives lie on both sides; Q9Y2U5; binding response (% of control), % at 10 µM; AID 1531; in the data active = binding response below about 67% or above about 130%; inconclusive = no clear call, values can overlap the other calls; inactive = in between
# GPR7 antag = antagonists of human GPR7 (neuropeptides B/W receptor 1) | inhibition, % at 4.4 µM | hit rate 1.1% among 290,000 | GPR7-expressing cells, fluorescence antagonist assay; in the data active = inhibition above about 16%, passing the limit was not always enough;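 also: cells stimulated with the agonist NPW; 0% = agonist with vehicle and 100% = vehicle without agonist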
# Target sequence (P48145 whole entry, looked up): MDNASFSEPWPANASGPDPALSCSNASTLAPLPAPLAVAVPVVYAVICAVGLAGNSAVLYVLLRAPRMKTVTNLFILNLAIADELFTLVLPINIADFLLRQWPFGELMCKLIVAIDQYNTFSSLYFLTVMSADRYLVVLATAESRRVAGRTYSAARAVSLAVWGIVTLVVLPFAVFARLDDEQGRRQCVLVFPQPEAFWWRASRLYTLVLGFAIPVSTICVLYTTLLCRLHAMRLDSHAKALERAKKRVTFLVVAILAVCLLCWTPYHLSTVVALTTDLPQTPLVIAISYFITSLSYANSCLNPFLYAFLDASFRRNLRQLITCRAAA
# NALP1 inh = NALP1 inhibition | S. cerevisiae NALP1/ASC/caspase-1 growth, X-gal OD620, 72 h | inhibition, % at 10 µM | hit rate 0.61% among 280,000 | AID 2071; in the data active = inhibition mostly above about 24%, no sharp cut-off; inactive = mostly below about 32%; also: some compounds called inactive have numbers as strong as hits
# * marks the source's active call; other numbers are inactive results; u = inconclusive; x = no result given.
SMILES,V1R ag counter,OXTR ag,OXTR potentiate,M18AAP inhibitor,GalR3 antagonist,MEKK2 mut-MEK5,MEKK2 WT-MEK5,GPR7 antag,NALP1 inh
O=C(c1ccccc1)N1N=C(c2cccs2)CC1c1ccccc1O (configuration not stated),0.7,0.0,-7.4,4.5,-9.8,8.0,106.0,-12.6,-3.1
Cc1ccc(Cn2cccc(-c3nc4ccccc4s3)c2=O)cc1,3.1,3.4,-6.8,2.2,-5.9,-5.0,91.0,-7.4,43.3
CCCc1nnc(SCCSc2nnc(CCC)n2N)n1N,0.6,0.7,4.3,2.2,-2.1,0.0,101.0,-1.3,10.5
Cc1ccsc1C(=O)OCC(=O)NCCCc1ccccc1,0.5,-0.4,2.1,-11.2,-7.0,-5.0,93.0,14.4,21.7
Cc1nc2ccc(S(=O)(=O)NCC(=O)O)cc2s1,0.6,-0.1,0.4,51.8*,-1.5,11.0,109.0,-17.8,x
O=C(/C=C/c1cccc([N+](=O)[O-])c1)N1CCN(Cc2ccc3c(c2)OCO3)CC1,0.2,1.4,-0.9,-3.2,-1.9,0.0,102.0,-19.4,42.9
Cc1nnc2sc(SCC(=O)Nc3ccc(Cl)cc3)nn2c1=O,0.0,0.3,-18.5,9.9,-2.3,-2.0,101.0,-18.5,2.7
Cc1c(N/N=C(\C#N)C(=O)c2ccc(Cl)cc2)c(=O)n(-c2ccccc2)n1C,2.7,4.0,-5.0,3.6,-1.7,1.0,100.0,-2.7,3.5
O=C(COC(=O)C1CC2C=CC1C2)Nc1ccccc1 (configuration not stated),0.1,-1.3,-0.9,-6.9,0.3,-2.0,98.0,-1.1,x
Cc1ccc(N2CCCCn3c2nc2c3c(=O)n(CC(=O)O)c(=O)n2C)cc1,0.9,1.4,-0.9,-2.8,2.3,9.0,105.0,-8.6,-0.7
CC1Cc2ccccc2N1C(=O)CSc1nnc(CNc2ccccc2)o1 (configuration not stated),0.1,1.1,-4.0,0.1,x,-6.0,95.0,-4.7,30.8
CCc1nc(SCC(=O)N2CCCCC2)c2c(=O)n(C)c(=O)n(C)c2n1,0.7,0.4,-13.9,-3.7,-1.1,1.0,96.0,-7.1,4.9

# M18AAP inhibitor: hit marks shown above.
structure | M18AAP inhibitor | GalR3 antagonist | MEKK2 mut-MEK5 | MEKK2 WT-MEK5 | GPR7 antag | NALP1 inh
Cc1nc2ccc(S(=O)(=O)NCC(=O)O)cc2s1 | 51.8* | -1.5 | 11.0 | 109.0 | -17.8 | x

# Sorted by value in GPR7 antag (lowest first): four of the compounds above.
SMILES	GPR7 antag
CCc1nc(SCC(=O)N2CCCCC2)c2c(=O)n(C)c(=O)n(C)c2n1	-7.1
CCCc1nnc(SCCSc2nnc(CCC)n2N)n1N	-1.3
O=C(COC(=O)C1CC2C=CC1C2)Nc1ccccc1 (configuration not stated)	-1.1
Cc1ccsc1C(=O)OCC(=O)NCCCc1ccccc1	14.4

# The results go on:
SMILES,V1R ag counter,OXTR ag,OXTR potentiate,M18AAP inhibitor,GalR3 antagonist,MEKK2 mut-MEK5,MEKK2 WT-MEK5,GPR7 antag,NALP1 inh
CCOc1ccc(C(=O)Nc2cccc3nsnc23)cc1[N+](=O)[O-],0.8,-1.0,2.4,0.2,-2.7,-3.0,95.0,-10.1,4.1
CC(OC(=O)CCc1nc2ccccc2[nH]c1=O)c1ccccc1 (configuration not stated),0.0,-1.3,-10.6,3.3,-0.1,-2.0,103.0,-2.6,0.9
Cc1cc(C)cc(N=Cc2ccc([N+](=O)[O-])s2)c1,0.8,2.4,5.6,-0.6,9.6,0.0,101.0,-8.2,34.1
CC(Sc1nnc(C(F)(F)F)n1C)C(=O)Nc1ccc(S(N)(=O)=O)cc1 (configuration not stated),0.4,0.4,-6.6,-0.9,7.5,13.0,103.0,-15.8,-3.5
CCc1ccc(OCC(O)CN2CCN(c3ccccn3)CC2)cc1 (configuration not stated),1.7,0.4,-2.3,0.2,-11.0,3.0,107.0,-15.4,-25.1
Cc1cccc(OC(C)C(=O)Nc2ccc(N3CCCCC3)cc2)c1 (configuration not stated),-1.1,-1.5,-3.6,x,-3.9,x,x,x,x
COc1ccc(OCC(=O)N/N=C2\CCc3ccccc32)cc1,-0.3,-0.3,0.9,-0.7,-3.0,6.0,110.0,-2.3,1.4
Cc1ccc2nc(/C(C#N)=C/c3ccc(O)c(O)c3)[nH]c2c1,6.5,12.1,-20.2,59.8*,-1.5,11.0,104.0,0.0,x
Cc1cccc(C(=O)NC2C(=O)NNC2c2ccc(Cl)cc2)c1 (configuration not stated),0.3,-0.1,-10.3,4.5,-3.2,-48.0,100.0,6.6,16.2
CCCCC1C2=C(CCCC2=O)OC2=C1C(=O)CCC2,0.2,-1.3,-4.6,-2.8,-3.8,36.0,111.0,-5.1,26.6
CCC(=O)NC(=S)Nc1ccc(NC(=O)c2cccc([N+](=O)[O-])c2C)cc1,4.9,6.6,-7.8,-1.7,-1.6,-1.0,97.0,-13.6,11.1
COC(=O)c1c(NC(=O)CN2C(=O)c3ccccc3C2=O)sc(Cc2ccc3c(c2)OCO3)c1C,0.1,0.1,-0.5,3.3,x,6.0,93.0,-0.2,34.2
O=C(O)C1CCN(C(=O)COc2ccc3c(c2)oc(=O)c2ccccc23)CC1,-0.3,1.2,1.9,-2.7,-6.7,2.0,99.0,3.0,17.3
COCCNC(=O)C1CCN(S(=O)(=O)c2ccc3c(c2)OCCO3)CC1,0.1,0.9,-0.2,x,-2.2,x,x,x,x
CCC(=O)Nc1ccc(Cl)c(NC(=S)NC(=O)c2cc3ccccc3o2)c1,0.0,2.6,-9.6,-1.6,2.1,-1.0,99.0,-4.8,4.1
O=C(CSc1nc2ccccc2c(=O)n1CC1CCCO1)NCCc1ccccc1 (configuration not stated),0.7,4.2,-8.1,2.5,-0.2,-1.0,96.0,-1.5,13.8
CCCn1c(C)cc(C(=O)COC(=O)c2nccnc2N)c1C,-0.9,-1.9,-5.3,2.1,-0.4,-10.0,92.0,5.7,3.8
Cc1oc(-c2ccc(Cl)cc2)nc1CN1CCC(C(=O)NCc2ccco2)CC1,-0.1,-1.7,-3.0,-1.7,x,3.0,112.0,-10.2,-18.7
COc1ccc(OC)c(S(=O)(=O)Nc2ccccc2C)c1,-0.1,-1.1,-5.4,-8.4,-4.4,0.0,94.0,-16.4,2.9
CCCCNC(=O)Nc1ccccc1C(=O)Nc1ccc(OC)cc1,-1.4,-2.4,-6.8,2.4,-2.2,-6.0,99.0,-5.8,6.6
O=C(/C=C/c1c(Cl)cccc1Cl)NCc1ccco1,-0.6,-3.0,-0.9,-7.5,0.8,-2.0,92.0,0.5,4.3
Cc1cc(N2CCN(Cc3nc(-c4ccc(Cl)cc4)oc3C)CC2)cc(C)n1,5.5,3.0,-4.1,-5.6,-8.0,18.0,126.0,-10.5,x
O=C(OCN1C(=O)c2ccccc2C1=O)c1ccccc1,0.5,-0.4,-13.0,-4.5,-3.1,4.0,109.0,3.6,37.0
O=C([C@@H]1CC=C[C@@H]2CCN(C3CC3)C(=O)[C@@H]21)N1CCN(c2ccccc2)CC1,-1.3,5.8,-7.9,x,3.9,-3.0,91.0,x,x
CC1CCOC2(O1)C(=O)N(CN1CCN(c3ccccc3F)CC1)c1ccccc12 (configuration not stated),-0.4,0.0,-1.6,0.0,-4.1,x,x,-4.6,4.9
CN(C(=O)CSc1nnc2ccccn12)c1c(N)n(Cc2ccccc2)c(=O)[nH]c1=O,-0.5,-0.2,-0.3,-3.4,-11.6,0.0,100.0,-6.7,14.2
COc1ccc(NC(=O)c2ccc3c(c2)OCO3)cc1[N+](=O)[O-],0.8,0.6,-1.4,-14.5,-9.0,-6.0,97.0,10.9,5.8
CN(C)Cc1c(C(=O)N/N=C/c2cccc(OCc3ccc(F)cc3)c2)nnn1-c1nonc1N,0.3,0.7,-1.2,-3.9,-7.8,-7.0,96.0,-4.4,13.5
CCOc1ccc(CN(C)C(=O)CNC(=O)Cc2cccc3ccccc23)cc1,2.2,0.6,-4.6,2.4,-8.9,2.0,95.0,-6.0,17.8
CCOCCN1CCN(c2c(CC)c(C)nc3cc(-c4cc(OC)cc(OC)c4)nn23)CC1,-0.1,-1.3,-10.5,-3.2,-3.7,14.0,106.0,-14.0,-15.4
CCCCn1cnc2c(c1=O)c1nc3ccccc3nc1n2Cc1ccc2c(c1)OCO2,0.8,0.0,4.7,4.6,9.0,-5.0,89.0,-8.3,17.8
COc1ccc2nc3ccccc3nc2c1NC(=O)c1ccccc1Cl,-0.7,-1.4,1.4,-5.8,-2.8,-1.0,100.0,-13.9,15.8
Cc1ccc(NS(=O)(=O)c2c(C)[nH]c(C)c2C(=O)N2CCCCC2)c(Cl)c1,0.3,-0.2,-0.9,-2.2,-8.6,-2.0,96.0,4.7,18.6
O=C(CCc1nc(-c2ccccc2)no1)NC1CCCCC1,0.7,2.2,3.8,2.7,-0.3,0.0,97.0,-11.1,17.2
C=CCSC1=N/C(=C\c2ccsc2)C(=O)S1,0.6,-1.2,-1.7,4.5,-3.3,-2.0,101.0,-13.5,3.7
CCCc1cc(=O)[nH]c(SCC(=O)Nc2nonc2C)n1,0.3,0.2,4.9,-7.0,-9.8,0.0,100.0,-11.9,10.1
CCn1c(Cn2nnc(-c3ccccc3)n2)nnc1SCc1ccc(Cl)c(Cl)c1,3.7,2.1,-20.8,3.0,-2.3,1.0,100.0,13.1,x
C=CCn1c(SCC(=O)c2c(N)n(C3CC3)c(=O)[nH]c2=O)nnc1-c1ccoc1C,-0.1,0.8,-2.0,x,-4.9,x,x,x,x
CN(CCCNC(=O)c1ccc(CS(=O)c2ccc(Br)cc2)o1)Cc1ccccc1 (configuration not stated),-0.5,-0.3,1.0,3.6,-1.4,5.0,106.0,-3.3,-5.2
COc1cc(/C=C2/C(=O)N=C(N)N2C)cc(OC)c1OC,1.0,0.6,-0.9,-2.7,x,-57.0,u,-12.2,13.6
Cc1noc(C)c1S(=O)(=O)Nc1ccc2c(c1)CC(=O)N([C@H](C)CO)C[C@H](C)[C@H](CN(C)S(=O)(=O)c1ccc(F)cc1)O2,2.2,0.9,-0.1,x,1.6,x,x,x,x
COc1cccc(NC(=O)COC(=O)c2c(C)nn(-c3ccccc3)c2C)c1,2.0,-3.0,-6.3,x,1.6,x,x,x,x
O=C(O)c1cc(NN=Nc2cccc([N+](=O)[O-])c2)cc([N+](=O)[O-])c1,0.6,0.2,-1.1,2.5,-3.3,-10.0,100.0,-15.9,-4.1
CCn1ccnc1CN(C)Cc1cn(-c2ccc(C)cc2)nc1-c1cccc(C)c1,0.0,-0.5,-1.6,3.5,-5.4,-3.0,138.0*,-1.1,3.7
O=C(NCc1ccco1)c1cc2ccccc2o1,-0.3,-1.7,-6.0,9.5,-2.1,6.0,106.0,-13.2,15.7
COc1ccccc1NCCC(=O)OCC(=O)Nc1cccc(S(=O)(=O)N(C)C)c1,5.1,1.6,-6.5,x,-5.3,x,x,x,x
COC(=O)CSc1nnc(-c2ccc(S(=O)(=O)N3CCCC3)cc2)o1,0.5,1.3,-21.3,7.6,-6.1,2.0,103.0,5.3,6.0
COc1ccccc1N(CC(O)COc1ccccc1C)S(=O)(=O)c1ccccc1 (configuration not stated),-0.5,-2.4,-15.3,1.1,-8.0,2.0,101.0,3.4,16.2
